RmlCD inh 1536 – M. tuberculosis RmlC/RmlD inhibition | RmlC+RmlD coupled enzyme assay, percent inhibition; primary screen in compound mixtures | inhibition, % at 3.6 µM | actives 0.03% (n = 160,000) | AID 1533; in the data active = inhibition mostly above about 34%, no sharp cut-off; note: some results filed as inactive read as strong as hits
Target sequence (P9WH09 whole entry, looked up): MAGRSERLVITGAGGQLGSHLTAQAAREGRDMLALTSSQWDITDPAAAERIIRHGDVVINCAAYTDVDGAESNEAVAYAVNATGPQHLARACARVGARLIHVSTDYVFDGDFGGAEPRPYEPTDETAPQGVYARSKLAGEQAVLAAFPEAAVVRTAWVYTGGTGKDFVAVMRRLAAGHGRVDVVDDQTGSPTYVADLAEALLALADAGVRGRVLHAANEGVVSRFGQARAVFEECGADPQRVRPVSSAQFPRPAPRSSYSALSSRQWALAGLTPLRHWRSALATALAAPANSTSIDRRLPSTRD
Target sequence (P9WH11 whole entry, looked up): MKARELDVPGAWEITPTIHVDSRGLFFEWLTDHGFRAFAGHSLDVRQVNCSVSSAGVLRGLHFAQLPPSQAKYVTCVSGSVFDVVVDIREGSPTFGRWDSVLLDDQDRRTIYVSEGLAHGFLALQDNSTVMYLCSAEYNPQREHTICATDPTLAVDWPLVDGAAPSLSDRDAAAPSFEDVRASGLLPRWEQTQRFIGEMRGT
M. tuberculosis GlmU – inhibition of mycobacterial GlmU enzyme – biochemical, glucosamine-1-phosphate acetyltransferase (AID 1376); actives 0.25% (n = 220,000); M. tuberculosis GlmU acetyltransferase enzyme assay; higher % means a stronger effect; one-dose inhibition, %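 (tested at 30 µM in the primary screen)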; IC50 in µM for titrated hits; in the data active = inhibition above about 13%;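 note: 0% = complete reaction with vehicle and 100% = reaction without substrate; strong numbers were not always called active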
The depositor's hits bear a star; . = not tested or not shown; & = joins results of further samples. This is a subset (hit frequency here may not be typical).

SMILES | RmlCD inh 1536 | M. tuberculosis GlmU
CCOc1ccccc1NC(=O)CSc1nnc(CNC(=O)COc2ccc(Cl)cc2)o1 | . | 1.8%
N#C/C(=C\c1ccccc1Cl)C(=O)NC(=O)Oc1ccccc1 | 6 | 3.9%
N#CC(c1ccc(Cl)cc1)N1CCOCC1 (stereo not drawn) | 22 | -2.1%
Cc1nnc(NC(=O)CSc2ccccn2)s1 | . | 3.6%
Cc1cc(C)cc(N2C(=O)NC(=O)/C(=C\c3cccn3-c3ccccc3)C2=O)c1 | . | 0.2%
O=C1C2C3c4ccccc4C(Br)(c4ccccc43)C2C(=O)N1c1ccccc1O (stereo not drawn) | -11 | 2.7%
CCc1ccc(-n2c(SCc3cc(=O)n4cc(Br)ccc4n3)nc3[nH]ncc3c2=O)cc1 | -11 | 3.4%
CC(C)CNC(=O)c1cc([N+](=O)[O-])ccc1N1CCOCC1 | 4 | 0.1%
Cc1cccc(NC(=O)Cc2ccc(F)cc2)c1 | . | -0.6%
CC(C)(C)c1nc[nH]c(=O)c1Br | . | 0.5%
CCCC1=NN(c2ccc([N+](=O)[O-])cc2)C(=O)/C1=C\N(C)C | -4 | 3.1%
COc1cccc(-n2ccnc2SCC(=O)Nc2cc(C)on2)c1 | -5 | 1.6%
Cc1cccc(-n2c(=O)[nH]c3c(C(N)=O)nc(-c4ccccc4Cl)nc32)c1 | 11 | .
CCOC(=O)c1c[nH]c2c(C(F)(F)F)cccc2c1=O | 2 | 0.6%
CC(C)(C)C(=O)Nc1nnc(SCc2ccc(F)cc2)s1 | -13 | 2.6%
COCCCN1C(=O)c2ccc(C(=O)Nc3cccc(OC)c3)cc2C1=O | -5 | 46%
O=C(NC1CC1)C1CCN(S(=O)(=O)c2cc(Cl)ccc2Cl)CC1 | 3 | -2.5%
Cn1c(C(=O)NCCCN2CCN(c3ccccc3F)CC2)cc2c(=O)[nH]c3ccccc3c21 | . | 3.2%
CCOC(=O)c1[nH]c2cc3c(cc2c1NC(=O)CN1CCC2(CC1)OCCO2)OCO3 | 7 | 0.6%
Cc1ccc(S(=O)(=O)N2CCCCC2)cc1NC(=O)COC(=O)c1ccc(O)cc1 | -9 | -4.3%
COc1ccc(NC(=S)N(CCCN2CCCC(C)C2)Cc2cccs2)cc1 (stereo not drawn) | 14 | 2.7%
CCS(=O)(=O)NCC(c1ccco1)N1CCN(c2ccccc2)CC1 (stereo not drawn) | -1 | 0.7%
CCOC(=O)c1c(NC(=O)C(=O)N/N=C(\C)c2ccc(OC)cc2)sc2c1CCCCC2 | 5 | -2.7%
CC1CC(C)(C)CC2(C1)NC(=O)N(CC(=O)NCCc1ccc3c(c1)OCCO3)C2=O (stereo not drawn) | -5 | 1.6%
CCCCC(=O)Nc1ccc(N2CCN(S(C)(=O)=O)CC2)cc1 | . | 6.8%
O=C(CN1C(=O)NC(Cc2ccccc2)C1=O)Nc1ccccc1 (stereo not drawn) | -4 | 7.2%
CCOC(=O)C1=C(C)Nc2ccccc2N=C1NC(=O)c1cccc(S(=O)(=O)N(C)C)c1 | . | 0.1%
COc1ccc(-c2cc(-c3ccccc3O)[nH]n2)cc1 | -3 | 0.6%
Fc1cccc2sc(Nc3nc4ccccc4s3)nc12 | -2 | 3.5%
CCC(C)NC(=O)CN(c1cc(C)cc(C)c1)S(=O)(=O)c1c(C)[nH]c(=O)[nH]c1=O (stereo not drawn) | -8 | 0.3%
Cc1csc(SCC(=O)c2ccc(S(=O)(=O)N3CCOCC3)cc2)n1 | . | -6.9%
Cc1ccc(C)c(N2CCN(C(=O)CC3Sc4ccccc4NC3=O)CC2)c1 (stereo not drawn) | . | 4.0%
CCN(Cc1ccccc1)S(=O)(=O)c1cc(C(=O)NC(C)C2CC3CCC2C3)ccc1OC (stereo not drawn) | -4 | 3.5%
Cc1ccc(OCC(=O)NC(=S)Nc2ccc(Br)cn2)cc1C | 9 | 2.8%
Cc1c(O)nc(SCC(=O)Nc2ccc3c4c(cccc24)CC3)n(-c2ccccc2)c1=O | -10 | -1.3%
CCOCN(C(=O)Cn1cnc2ccccc21)c1c(C)cccc1CC | -11 | -2.9%
COC(=O)c1cnn2c3c(c(C)nc12)CCCC3 | 4 | -2.1%
Clc1ccc2c(c1)C1=C(C(c3ccncc3)O2)C(c2ccc(Br)cc2)n2ncnc2N1 (stereo not drawn) | 4 | 0.4%
CCN(CC)S(=O)(=O)c1ccc(/C=C/C(=O)Nc2cccc(F)c2)cc1 | -2 | 0.0%
CNc1nnc(-c2ccncc2)s1 | 8 | 0.2%
Cc1ccc(C)c(NCCC#N)c1 | 1 | 4.2%
CCCc1cc(=O)[nH]c(SCC(=O)N(C)C2CCS(=O)(=O)C2)n1 (stereo not drawn) | . | 3.1%
COc1cc2c(cc1NC(=S)NC(=O)/C=C/c1ccc(OC)c(OC)c1)oc1ccccc12 | 0 | -5.7%
FC(F)(F)c1cnc2c(-c3ccccc3)n[nH]c2c1 | . | -2.6%
COc1cccc(OCC(Cn2c(C)nc3ccccc32)OC(C)=O)c1 (stereo not drawn) | 2 | -1.2%
CCN(c1ccccc1)S(=O)(=O)c1ccc(Cl)c(C(=O)NCC2CCCO2)c1 (stereo not drawn) | . | -5.3%
O=C1c2cccc(O)c2C(=O)c2c(O)cccc21 | . | 6.4%
CC(C)N(C(=O)COC(=O)c1ccc(Cl)c(S(N)(=O)=O)c1)C(C)C | -14 | 2.4%
Cc1cc2ncn(/N=C/c3ccc([N+](=O)[O-])s3)c2cc1C | 12 | 0.0%
O=C(N/N=C1\CCCc2c1[nH]c1ccc([N+](=O)[O-])cc21)c1ccncc1 | 7 | 1.2%
COC(=O)Cc1c(C)nc2nc(NCc3cccc([N+](=O)[O-])c3)[nH]n2c1=O | 0 | 4.4%
CC1=CC(C)C(C[N+]2(C)CCCCC2)C(C)C1 (stereo not drawn) | 17 | -1.1%
COc1ccccc1NC(=S)N(Cc1ccco1)Cc1cc2cc(C)ccc2[nH]c1=O | . | -3.6%
CCc1ccc2[nH]c(O)c(N=Nc3nc(-c4ccccc4)cs3)c2c1 | . | -7.5%
Cn1ccnc1SCC(=O)Nc1ccc2c(c1)COC2=O | . | 2.0%
O=C(COC(=O)c1ccc([N+](=O)[O-])o1)NC1CCS(=O)(=O)C1 (stereo not drawn) | 5 | -1.3%
O=C1CC(N2CCN(C(c3ccccc3)c3ccccc3)CC2)C(=O)N1 (stereo not drawn) | 1 | 2.7%
COc1ccc(-n2nc(C)cc2Nc2ccccc2C(=O)O)cc1 | . | -5.2%
CCc1ccc2[nH]c(=O)c(CN(CCCN3CCOCC3)C(=O)Nc3ccc(F)cc3)cc2c1 | 6 | 0.5%
Fc1cccc(F)c1/C=N/NC(=S)Nc1cccnc1 | 0 | 6.4%

(continued)
SMILES | RmlCD inh 1536 | M. tuberculosis GlmU
CO/N=C/NC(=O)N1OC[C@@H]2COc3ccc4ccccc4c3[C@@H]21 | . | -1.1%
Cc1ccc2c(C(=O)CN3CCCCC3CCO)c(C)[nH]c2c1 (stereo not drawn) | -14 | 1.3%
O=C(N/N=C/c1ccncc1)c1cc(Br)ccc1OCc1ccccc1 | -8 | -5.5%
Cc1ccc(NC(=O)CNCc2ccccn2)cc1S(=O)(=O)N(C)C | 9 | -2.7%
O=C(O)/C=C/c1ccc(S(=O)(=O)N2CCCCCC2)cc1 | 3 | 0.9%
COc1ccc(-c2cc(N)n(S(=O)(=O)c3ccc(C)cc3)n2)c(OC)c1 | 7 | 4.7%
COc1cc(/C=C2\CCCc3c2nc2ccccc2c3C(=O)O)cc(OC)c1O | . | 43%
O=C(NCCc1ccc2c(c1)OCCO2)c1cc(F)cc(F)c1 | -7 | -0.3%
Cc1ccnc(-n2c(C)cc(C=O)c2C)c1 | -17 | -0.9%
Cc1ccc(CSc2nncn2-c2ccccn2)cc1 | . | 1.7%
Cc1cccc(Nc2nc(NCc3ccco3)c3ccccc3n2)c1 | 6 | -5.5%
CN1OC2C(=O)N(c3ccccc3)C(=O)C2C1c1ccc(F)cc1 (stereo not drawn) | 8 | 0.8%
CCOC(=O)C(=CNc1cscc1S(=O)(=O)C(C)C)C(=O)OCC | 56 | -5.2%
O=C(O)/C=C/c1cn(-c2ccccc2)nc1-c1ccc2c(c1)OCCO2 | -2 | 9.3%
CCCCOC(=O)Nc1nc(CC(=O)OCC)cs1 | 9 | 4.8%
CC1(C)CC(NC(=O)Nc2ccc([N+](=O)[O-])cc2)CC(C)(C)N1 | -4 | 4.5%
Cc1ccc(C(=O)CC(SCC(=O)O)c2ccc([N+](=O)[O-])cc2)cc1 (stereo not drawn) | -11 | 1.8%
Cc1ccc(NC(=O)CCC(=O)NNC(=O)Cc2ccccc2)cc1C | . | 7.4%
CCCCCCCCCOc1ccc2[nH]cc(CCN)c2c1 | 5 | -18%
COc1ccc(S(=O)(=O)Nc2cc3c4c(oc3c3ccccc23)CC(C)(C)CC4=O)cc1 | . | 0.4%
Cc1ccc(S(=O)(=O)NC(CC(=O)NCc2ccco2)c2ccco2)cc1 (stereo not drawn) | -4 | 6.3%
COCCNC(=O)/C(C#N)=C/c1ccc2c(c1)OCO2 | 44 | -3.0%
CCCCNC(=O)Cn1cnc([N+](=O)[O-])n1 | -9 | -4.7%
N/C(=N\OC(=O)CCC(=O)O)c1ncc(C(F)(F)F)cc1Cl | -2 | 7.6%
OCC1(CCc2ccccc2)CCN(Cc2cnc(N3CCCC3)s2)CC1 | . | -4.3%
O=S(=O)(c1ccccc1)N1CCN(c2nc3ccccc3s2)CC1 | -5 | .
Cc1ccc(C(=O)NCc2ccc(Cl)c(Cl)c2)o1 | 6 | -2.8%
Nc1ccccc1-n1cccc1 | -8 | 3.6%
C/C(=N\NC(N)=S)c1ccc2c(c1)OCCO2 | 1 | 5.2%
Nc1c(S(=O)(=O)c2cccs2)c2nc3ccccc3nc2n1Cc1ccc2c(c1)OCO2 | 7 | -4.7%
COc1cccc(/C=N/Nc2nc(N3CCCC3)nc(N3CCCC3)n2)c1O | -6 | -2.1%
COCCCNC(=O)c1ccc(CNS(=O)(=O)c2ccc(NC(C)=O)cc2)cc1 | 1 | .
O=C(Nc1ccccc1)c1cn2ccccc2n1 | -7 | -1.5%
O=C(CCCN1C(=O)/C(=C\c2cccs2)SC1=S)Nc1ccccn1 | . | 0.7%
CCOC(=O)COc1c(OC)cc(Cl)cc1C1Nc2ccccc2C(=O)N1c1ccccc1 (stereo not drawn) | 7 | 0.5%
COC(=O)c1ccccc1N(Cc1ccccc1)S(C)(=O)=O | 4 | -0.5%
Nc1nc(SCC(=O)c2ccc(F)cc2)n[nH]1 | 5 | 7.6%
COC(=O)c1ccc(NC(=O)CCN2CCN(c3ccccc3)CC2)cc1 | 12 | -3.6%
COC(=O)C(C)N(C(=O)c1ccc(Cl)cc1)c1c(C)cccc1C (stereo not drawn) | 10 | 5.5%
CC(C)(C)CC(=O)Nc1nnc(SCC(=O)Nc2ccccc2F)s1 | -8 | -0.2%

Some of the entries above in another layout:
compound: OCC1(CCc2ccccc2)CCN(Cc2cnc(N3CCCC3)s2)CC1
- RmlCD inh 1536 = .
- M. tuberculosis GlmU = -4.3%

compound: O=S(=O)(c1ccccc1)N1CCN(c2nc3ccccc3s2)CC1
- RmlCD inh 1536 = -5
- M. tuberculosis GlmU = .

compound: Cc1ccc(C(=O)NCc2ccc(Cl)c(Cl)c2)o1
- RmlCD inh 1536 = 6
- M. tuberculosis GlmU = -2.8%

compound: Nc1ccccc1-n1cccc1
- RmlCD inh 1536 = -8
- M. tuberculosis GlmU = 3.6%

Whole records as entered above. Order of values: RmlCD inh 1536, M. tuberculosis GlmU
COCCNC(=O)/C(C#N)=C/c1ccc2c(c1)OCO2 is listed with 44, -3.0%
CCCCNC(=O)Cn1cnc([N+](=O)[O-])n1 is listed with -9, -4.7%
COc1cccc(/C=N/Nc2nc(N3CCCC3)nc(N3CCCC3)n2)c1O is listed with -6, -2.1%

Next part.
SMILES | RmlCD inh 1536 | M. tuberculosis GlmU
COc1cc(Cc2cnc(N)nc2N)cc(OC)c1OC | . | -3.4%&-4.3%
C/C(CC(=O)NC(C)(C)C)=N\NC(N)=S | . | 8.2%
COc1cccc(CNc2ccc(C)c(Cl)c2)c1 | -9 | -4.2%
C=CCn1c(C)cc(-c2csc(NCC)n2)c1C | 8 | -4.2%
CC(=O)NCCC(=O)Nc1cc(S(=O)(=O)N2CCOCC2)ccc1N1CCOCC1 | -5 | -2.1%
CCc1nnc(NC(=O)C2CCC(CNc3c(N4CCCCC4)c(=O)c3=O)CC2)s1 (stereo not drawn) | 2 | -7.4%
Cc1cc(C)cc(NC(=O)CCN2CC(C)OC(C)C2)c1 (stereo not drawn) | 5 | 5.4%
O=S(=O)(NCc1ccccn1)c1ccccc1 | . | -1.5%
Cc1cccc(-c2n[nH]c(=S)n2/N=C/c2ccc(C)s2)c1 | 7 | 2.7%
O=c1[nH]c(O)c(N=Nc2ccc([N+](=O)[O-])cc2)c(=O)[nH]1 | 2 | 1.0%
Cc1cccc(N2CC(O)(c3cccs3)[N+]3=C2CCCCC3)c1 (stereo not drawn) | -7 | -3.1%
COc1ccc2nc(N3CCCC(O)C3)c(C#N)cc2c1 (stereo not drawn) | 70 | .
